High-throughput results (PubChem BioAssay)
aSyn tox rescue – inhibitors of alpha-synuclein toxicity in yeast; S. cerevisiae alpha-synuclein toxicity rescue, BacTiter-Glo growth, 24 h; Potency, µM (series often up to 46.1 µM), without a hit: top-dose growth rescue (activation), most hits filed as activators; 0.02% of 94,000 active; AID 1347070; active means well fitted activation curve with a large enough effect; inconclusive means small, poorly fitted or top-dose-only effect; further: 0% is about no effect
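Growth restoration measured by BacTiter-Glo luminescence after 24 hr at 30 deg C; alpha-synuclein yeast, raffinose-pregrown to mid-log, were added at OD600=0.02 in galactose medium onto pinned compounds.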
The depositor's hits bear a star; u = inconclusive; & = joins results of further samples; [ ] = dose if it differs, or a comment. Potency means the concentration at half of the fitted maximal effect. A portion of the library, so the mix of outcomes need not match the whole.

SMILES | aSyn tox rescue
CCN1CC2([N+](=O)[O-])CC=C(OC)C([N+](=O)[O-])(C1)C2 (stereo not given) | 9%
CCC(C)NC(=O)CCc1c(C)nc2c(c(C)nn2-c2ccc(C)cc2)c1C (stereo not given) | -9%
Cc1ccc(S(=O)(=O)N2CCN(Cc3cc(=O)n4nc(-c5ccccc5Cl)sc4n3)CC2)cc1 | 4%
CC(=NCc1ccccc1)c1ccc(O)cc1O | -9%
Cn1c(=O)c(C(=O)CN2CCN(Cc3ccc4c(c3)OCO4)CC2)c(N)n(Cc2ccccc2)c1=O | -2%
O=C(CSc1nnc(-c2ccc([N+](=O)[O-])cc2)o1)Nc1ccccc1 | -14%
COc1ccc(OC)c(-c2cc(C(=O)Nc3ccc(C)c(C)c3)no2)c1 | -6%
NC(=O)CN1CCN(c2cccc(Cl)c2)CC1 | -9%
COC(=O)c1c(SC)nc2ccccc2c1OCc1cccc(C)c1 | 3%
CCN(CC)CC(C)CNC(=O)CN1C(=O)CSc2ccc(S(=O)(=O)N3CCOCC3)cc21 (stereo not given) | -1%
COc1ccc(OCC(=O)Nc2c(C(=O)N3CCN(c4ccccc4)CC3)oc3ccccc23)cc1 | -9%
CC(=O)Nc1ccc(S(=O)(=O)NCCC(=O)NNC(=O)c2ccncc2)cc1 | -10%
COc1ccc(CCNC(=O)Cc2c(C)c3c(cc(C)c4c(C)coc43)oc2=O)cc1 | -6%
CCCc1nn2c(=O)cc(COC(=O)c3ccc(NC(=O)C(C)Oc4ccccc4)cc3)nc2s1 (stereo not given) | -5%
CCCc1ccc(C#N)c(SC2CC(=O)N(c3ccc(OC)cc3)C2=O)n1 (stereo not given) | 13%
COc1ccc2c(c1)CC(C(=O)NCCN1CCN(c3cccc(C)c3C)CC1)CO2 (stereo not given) | -1%
O=C(CCNC(=O)c1ccc([N+](=O)[O-])cc1)NCc1ccccc1 | 3%
O=C(NCc1ccccc1Cl)c1cc(=O)[nH]c2ccc(S(=O)(=O)N3CCCCC3)cc12 | 6%
O=C(NNC(=O)c1ccccc1OCc1ccc(F)cc1)c1ccncc1 | 8%
CC(C)Oc1ccc(C(=O)Nc2ccc3oc(-c4ccncc4)nc3c2)cc1 | 3%
CN(C)CC1CCCCC1OC(=O)/C=C/c1ccccc1 (stereo not given) | -1%
CCC(CC)CC1CN2CCc3cc(OC)c(OC)cc3C2CC1(O)CC (stereo not given) | -3%
O=C(CN1CCN(c2ccc([N+](=O)[O-])cc2)CC1)Nc1nccs1 | -5%
COc1cccc(NS(=O)(=O)c2ccc3[nH]cc(C(=O)NC(C)c4ccccc4)c(=O)c3c2)c1 (stereo not given) | -62%[inhibitor]
O=C(O)C(Cc1cn[nH]n1)=NO | -4%
O=C(CSc1nnc(-c2cccnc2)o1)Nc1ccccc1F | -2%
CC(C)c1cnc2c(c1SCc1ccc([N+](=O)[O-])cc1)c(=O)n(C)c(=O)n2C | -9%
COc1ccccc1N(C)S(=O)(=O)c1ccc(C)c(C(=O)N2CCCCCC2)c1 | 9%
O=C(c1ccc2c(c1)N(Cc1ccccc1F)C(=O)c1ccccc1S2(=O)=O)N1CCOCC1 | -5%
Cn1cc(S(=O)(=O)N2CCCC2)cc1C(=O)NCc1ccccc1Cl | -8%
COc1ccc(-c2nn(-c3ccccc3C)cc2CNCc2cccnc2)cc1F | 7%
CCC(=O)Nc1cc(C)c(O)c(-c2nc3ncccc3o2)c1 | 1%
N=C(N)SCc1cn(-c2ccccc2)nc1-c1ccc(Br)cc1 | -36%[inhibitor]
COc1ccc(OC)c(NC(=O)c2cc3cc4ccc(C)cc4nc3s2)c1 | 1%
CCS(=O)(=O)N1CCC2(CC1)OCCN2S(=O)(=O)c1ccccc1 | 3%
CCN(CC)CCCn1c2c(c(SCC(=O)Nc3cc(C)cc(C)c3)nc1=O)CCC2 | 3%
CCCN(C(=O)c1cc2c(=O)oc3ccccc3c2s1)c1cccc(Cl)c1 | -1%
O=C(c1ccc(S(=O)(=O)Nc2cccc(C(F)(F)F)c2)cc1)N1CCN(c2ccccc2O)CC1 | 4%
COc1ccc2cc3cc(C(=O)Nc4ccccc4C)oc3nc2c1 | -10%
CCC[C@H]1CN(c2ccccc2)C(=O)[C@@H]1CC(=O)Nc1ccc(Br)cc1 | -5%
COc1ccc(S(=O)(=O)NNC(=O)Cc2csc(C)n2)cc1[N+](=O)[O-] | 11%
O=S(=O)(O)c1cccc(N=Nc2c(O)ccc3ccccc23)c1 | -3%
COc1cccc(NC(=O)C(OC(=O)c2cnc(C)cn2)c2ccccc2)c1 (stereo not given) | -2%
Cc1sc2ncnc(N3CCC(C(=O)N(CC(C)C)c4nc5ccccc5s4)CC3)c2c1C | 3%
Cn1nnnc1SCc1ccc([N+](=O)[O-])cc1 | 0%
COCCn1c(SC(C)C(=O)NC2CC2)nnc1-c1cccc(C)c1 (stereo not given) | -7%
COc1ccc(C(C)(C)C)cc1NC(=O)c1ccc2ncsc2c1 | 0%
O=C(NCc1ccccc1)C(=O)NCC(c1ccco1)S(=O)(=O)c1ccccc1 (stereo not given) | -4%

Rewritten as tab-separated lines: entries from further up.
Molecule	aSyn tox rescue
COc1ccc(S(=O)(=O)NNC(=O)Cc2csc(C)n2)cc1[N+](=O)[O-]	11%
Cn1nnnc1SCc1ccc([N+](=O)[O-])cc1	0%
COc1ccc(C(C)(C)C)cc1NC(=O)c1ccc2ncsc2c1	0%
O=S(=O)(O)c1cccc(N=Nc2c(O)ccc3ccccc23)c1	-3%

Continued:
SMILES | aSyn tox rescue
O=C(O)Cc1ccc(NC(=O)c2ccc3c(c2)C(=O)N(Cc2ccccc2)C3=O)cc1 | -4%
N=c1c2ccccc2nc2n1CCCCCCC2 | -5%
Cc1c(C(=O)O)oc2c1/C(=N\O)CC(C)(C)C2 | 11%
CCOc1ccc(-n2c(=S)sc3c(=O)[nH]c(SCC(=O)NC4CCCCC4)nc32)cc1 | 9%
Cc1cc(OCCCCOc2ccc(C#N)cc2)ccc1[N+](=O)[O-] | 2%
CCOC(=O)c1c(C=O)c2sc(C)cc2n1C | -9%
CCOC(=O)c1cccc(NS(=O)(=O)c2ccc(-c3cnc(C4CC4)o3)cc2)c1 | u
O=C(CCc1ccccc1)N(Cc1cccnc1)c1nc2ccc(F)cc2s1 | u
CCOC(=O)N1CCN(C(c2ccc(F)cc2)c2sc3nc(C)nn3c2O)CC1 (stereo not given) | -3%
COc1ccccc1C(=O)NCC(=O)OCC(=O)Nc1cccc(S(=O)(=O)N2CCCCCC2)c1 | -7%
CCOc1ccccc1NC(=O)COC(=O)c1c[nH]c2ccccc12 | -4%
COc1ccc([N+](=O)[O-])cc1NS(=O)(=O)c1cccc(C(=O)O)c1 | 1%

Compounds listed so far that have fluorine (seven):
SMILES | aSyn tox rescue
O=C(NNC(=O)c1ccccc1OCc1ccc(F)cc1)c1ccncc1 | 8%
O=C(CSc1nnc(-c2cccnc2)o1)Nc1ccccc1F | -2%
O=C(c1ccc2c(c1)N(Cc1ccccc1F)C(=O)c1ccccc1S2(=O)=O)N1CCOCC1 | -5%
COc1ccc(-c2nn(-c3ccccc3C)cc2CNCc2cccnc2)cc1F | 7%
O=C(c1ccc(S(=O)(=O)Nc2cccc(C(F)(F)F)c2)cc1)N1CCN(c2ccccc2O)CC1 | 4%
O=C(CCc1ccccc1)N(Cc1cccnc1)c1nc2ccc(F)cc2s1 | u
CCOC(=O)N1CCN(C(c2ccc(F)cc2)c2sc3nc(C)nn3c2O)CC1 (stereo not given) | -3%

Single entries from above.
Cc1c(C(=O)O)oc2c1/C(=N\O)CC(C)(C)C2 – aSyn tox rescue: 11%
N=c1c2ccccc2nc2n1CCCCCCC2 – aSyn tox rescue: -5%
CCOC(=O)c1c(C=O)c2sc(C)cc2n1C – aSyn tox rescue: -9%
CCOC(=O)N1CCN(C(c2ccc(F)cc2)c2sc3nc(C)nn3c2O)CC1 (stereo not given) – aSyn tox rescue: -3%

Next part:
SMILES | aSyn tox rescue
OCCCN1CCN(CCOc2ccccc2-c2ccccc2)CC1 | 11%
CCn1c2ccccc2c2cc(/C=N/NC(=O)c3ccncc3)ccc21 | 15%
CC1=C(n2nnc3ccccc32)C(c2ccccc2)C(C#N)=C(N)O1 (stereo not given) | 8%
COCCN1CCN(Cc2ccc(C(=O)NC(C)C)cc2)C(=O)C1=O | -3%
COc1ccc(-c2coc3c2c(C)cc2oc(=O)c(CC(=O)O)c(C)c23)cc1 | -13%
CCn1c(SCC(=O)N2CCCC(C)C2)nnc1-c1ccco1 (stereo not given) | 2%
CCOCCn1c(CC)nc2ccccc21 | 1%
O=C(CN1CCCN(Cc2ccc(F)cc2Cl)C1=O)NC1CCCC1 | -6%
CCc1nc(SCC(=O)Nc2ccc(NC(C)=O)cc2)n[nH]1 | -4%
Cc1ccc(CNC(=O)C2CCN(S(=O)(=O)c3cccc4nonc34)CC2)cc1 | -10%
COc1ccccc1C(=O)Nc1c(C(=O)N(C)c2ccccc2)sc2nc(C)cc(C)c12 | 3%
CCC(=O)N1CCc2cc(OC)c(OC)cc2C1COc1ccc2c(C)cc(=O)oc2c1 (stereo not given) | 5%
CCOc1ccc(C(=O)CCC(=O)NNC(=O)c2ccccc2O)cc1 | -4%
COc1cccc(NS(=O)(=O)c2c(C)n(C)c(=O)n(C)c2=O)c1 | 4%
O=C(Nc1ccccc1F)c1ccc(CSc2ncccn2)cc1 | -5%
Nc1cccc(-c2cc3ccccc3oc2=O)c1 | 4%
COc1ccccc1NC(=O)CCC(=O)N1CC(C)Oc2ccc(C)cc21 (stereo not given) | -6%&12%
CC1Cc2ccccc2N1C(=O)COC(=O)c1cc(Br)ccc1O (stereo not given) | -5%
COc1ccc(C2CCCN2C(=S)Nc2ccc(C)c(C)c2)cc1OC (stereo not given) | -4%
C/C(=N\NC(=S)NC(C)C)c1ccc(Cl)c([N+](=O)[O-])c1 | -11%
CCOC(=O)c1ccc(NC(=O)c2cn(-c3ccccc3)nc2-c2ccc(C)cc2)cc1 | 2%
CN(Cc1ccccc1F)c1ncnc2sccc12 | 12%
Cc1ccc(-c2nc(CS(=O)CC(=O)NCc3ccccc3Cl)c(C)o2)cc1 (stereo not given) | 0%
COc1ccc(C(=O)NNc2ncnc3c2cnn3-c2ccccc2)cc1 | -5%
CCC(=O)Nc1ccc2oc(-c3cccnc3)nc2c1 | 4%
O=C(CN1C(=O)C2CCCCN2c2ccc(C(=O)N3CCCC3)cc21)NCc1cccc(Cl)c1 (stereo not given) | 2%
C=CCNCC(O)COc1ccc(C(C)=O)cc1OC (stereo not given) | -6%
CCOCCCNC(=O)c1ccc2c(=O)n(CCc3ccc(OC)c(OC)c3)c(=O)[nH]c2c1 | 2%
CCOC(=O)c1c(NC(=O)/C=C/c2ccc(C)cc2)sc2c1CCCC2 | -6%
CCc1ccc(C2CC(=O)c3c([nH]c(C(=O)OCc4ccc(C)cc4)c3C)C2)cc1 (stereo not given) | -10%
Cc1onc(-c2c(Cl)cccc2Cl)c1C(=O)N=C(N)N1CC(C)OC(C)C1 (stereo not given) | 0%
CCOc1ccc2nc(N3CCCC(C(=O)NCCc4ccc(SC)cc4)C3)sc2c1 (stereo not given) | -4%
C=C(C)Cn1c(=O)c2c(nc3n2CCN3c2cc(C)cc(C)c2)n(C)c1=O | 0%
Cc1ccc(CN2C(=O)CCC2C(=O)NCc2ccccc2Cl)cc1 (stereo not given) | 7%
Cc1noc(C)c1C(=O)OC(C)C(=O)c1ccc(C(C)(C)C)cc1 (stereo not given) | 3%
O=C(Cn1nc(-c2ccccc2)c2ccccc2c1=O)Nc1ccc(O)cc1 | 2%
Cc1ccc(NC(=O)Cn2cc(C(=O)c3cccs3)c3ccccc32)cc1C | 1%
COc1ccc(N2CCN(S(=O)(=O)CCNC(=O)C3CC(=O)N(c4ccccc4)C3)CC2)cc1 (stereo not given) | 4%
Cc1nc(NCCc2ccccc2)sc1C(=O)N(C)C | -9%
Cc1ccc(NC(=O)CSc2ccc(-c3ccccn3)nn2)cc1F | -4%
O=C(C1COc2ccccc2O1)N1CCN(c2nc3c(F)cccc3s2)CC1 (stereo not given) | 28%
CCCOc1ccc(-c2cc(C(F)(F)F)c(C#N)c(SCC(=O)O)n2)cc1 | -14%
Cc1ccc(CNC(=O)CCCCn2c(=O)c3ccccc3n(Cc3ccc(Cl)cc3)c2=O)cc1 | -4%
CCN1CCC2(CC1)Oc1c(OC)cccc1C1CC(c3cccnc3)=NN12 (stereo not given) | 6%
COc1ccc(NC(=O)Cn2cnc3sc(C)c(S(=O)(=O)N4CCN(C)CC4)c3c2=O)cc1OC | 16%&-17%
Nn1c(=S)[nH]c2sc3c(c2c1=O)CCCC3 | 16%
CC(=O)Nc1ccc(Nc2nc3c(S(=O)(=O)c4cccc(Cl)c4)nnn3c3ccsc23)cc1 | 6%
COc1ccc(S(=O)(=O)n2nc(C)c(S(=O)(=O)N3CCC(C)CC3)c2C)cc1OC | 7%
C=CCNc1nc2ccccc2nc1NS(=O)(=O)c1ccc(Br)cc1 | -15%
CC1(C)COC(Cc2ccccc2)=N1 | 3%
O=C(CCCn1c(=O)[nH]c2ccc(Br)cc2c1=O)N1CCN(c2cccc(Cl)c2)CC1 | -1%
CC(C)=CCOc1c2ccoc2c(OCC=C(C)C)c2oc(=O)ccc12 | 1%
CCC(=O)N1CCc2cc(S(=O)(=O)N(C)c3cccc(C)c3)ccc21 | -4%
COc1cccc(NC(=O)N2C3CCCC2CC(NC(=O)C2CC2)C3)c1 (stereo not given) | -5%
COc1ccc(-c2csc(N3N=C(C)C(C)C3=O)n2)cc1 (stereo not given) | -2%
COc1cccc(/C=C2\SC(=S)N(CCCC(=O)Nc3cccc(C(=O)O)c3)C2=O)c1 | -11%
CC(=O)Nc1ccc(NC(=O)C(C)OC(=O)c2ccccc2Sc2ccccc2C#N)cc1 (stereo not given) | -3%
CC1CCN(S(=O)(=O)c2ccc3c(c2)CCN3C(=O)Nc2ccc(Br)cc2)CC1 | -1%
CC(=O)c1ccc(N2Cc3ccccc3C3(CCOCC3)C2=N)cc1 | -4%
O=C(NCCCN1CCCCC1)c1[nH]c2ccccc2c1Sc1ccc(Cl)cc1 | 4%
